GSTO1 counter: counter-screen for RBBP9 inhibitors: inhibitors of human GSTO1 | P78417 | recombinant GSTO1, activity-based probe fluorescence polarization | inhibition, % at 5.96 µM | 300,000 tested, 1.1% active | AID 1974;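 active = inhibition above the campaign mean inhibition plus 3 SD, cut at about 35% in these data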;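 also: 0% = GSTO1-1 with DMSO and 100% = wells lacking GSTO1-1 enzyme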
Target sequence (P78417 whole entry, looked up): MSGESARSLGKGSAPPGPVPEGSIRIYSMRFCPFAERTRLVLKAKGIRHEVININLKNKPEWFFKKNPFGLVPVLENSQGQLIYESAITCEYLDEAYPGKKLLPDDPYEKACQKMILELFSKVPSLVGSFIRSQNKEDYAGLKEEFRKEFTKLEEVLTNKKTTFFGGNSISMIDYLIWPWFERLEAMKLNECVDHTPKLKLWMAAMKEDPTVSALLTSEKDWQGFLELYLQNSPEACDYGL
LYPLA1 inh: LYPLA1 (human) inhibition in PME1 counter-screen. 320,000 tested, 0.16% active. AID 2174. recombinant LYPLA1, FP-Rh probe fluorescence polarization. inhibition, % at 5.9 µM. O75608;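 active = inhibition above the mean of all tested compounds plus 3 SD, set per campaign, cut at about 14% in these data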;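 also: inhibitors block serine hydrolase probe labeling of LYPLA1 so polarization falls; 0% = enzyme with DMSO and 100% = wells lacking LYPLA1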
PAFAH2 inh: inhibitors of human PAFAH2; recombinant PAFAH2, FP-rhodamine activity probe, fluorescence polarization; Q99487; inhibition, % at 3.39 µM; 340,000 tested, 0.99% active;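 active = inhibition above the mean over all tested compounds plus 3 SD, cut at about 30% in these data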;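 also: inhibitors block probe labeling of enzyme so polarization drops; 0% = enzyme with DMSO and 100% = wells lacking PAFAH2 protein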
PAFAH1B3 inh: blocks human PAF acetylhydrolase 1B catalytic subunit 3; Q15102; recombinant PAFAH1B3, FP-rhodamine probe, fluorescence polarization; inhibition, % at 3.39 µM; 340,000 tested, 0.28% active; AID 492972;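 active = inhibition above the screen-wide average of all tested compounds plus 3 SD, cut at about 25% in these data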;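 also: 0% = enzyme with DMSO only and 100% = wells lacking PAFAH1B3 protein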
PREPL inhibitor: human PREPL enzyme inhibition. inhibition, % at 5.96 µM. Q4J6C6. 320,000 tested, 0.68% active. recombinant PREPL, fluorescence polarization activity-based probe; in the data active = inhibition above about 43%;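 also: 0% = enzyme with DMSO and 100% = wells lacking enzyme; many of its hits are not listed in these tables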
Target sequence (Q4J6C6 whole entry, looked up): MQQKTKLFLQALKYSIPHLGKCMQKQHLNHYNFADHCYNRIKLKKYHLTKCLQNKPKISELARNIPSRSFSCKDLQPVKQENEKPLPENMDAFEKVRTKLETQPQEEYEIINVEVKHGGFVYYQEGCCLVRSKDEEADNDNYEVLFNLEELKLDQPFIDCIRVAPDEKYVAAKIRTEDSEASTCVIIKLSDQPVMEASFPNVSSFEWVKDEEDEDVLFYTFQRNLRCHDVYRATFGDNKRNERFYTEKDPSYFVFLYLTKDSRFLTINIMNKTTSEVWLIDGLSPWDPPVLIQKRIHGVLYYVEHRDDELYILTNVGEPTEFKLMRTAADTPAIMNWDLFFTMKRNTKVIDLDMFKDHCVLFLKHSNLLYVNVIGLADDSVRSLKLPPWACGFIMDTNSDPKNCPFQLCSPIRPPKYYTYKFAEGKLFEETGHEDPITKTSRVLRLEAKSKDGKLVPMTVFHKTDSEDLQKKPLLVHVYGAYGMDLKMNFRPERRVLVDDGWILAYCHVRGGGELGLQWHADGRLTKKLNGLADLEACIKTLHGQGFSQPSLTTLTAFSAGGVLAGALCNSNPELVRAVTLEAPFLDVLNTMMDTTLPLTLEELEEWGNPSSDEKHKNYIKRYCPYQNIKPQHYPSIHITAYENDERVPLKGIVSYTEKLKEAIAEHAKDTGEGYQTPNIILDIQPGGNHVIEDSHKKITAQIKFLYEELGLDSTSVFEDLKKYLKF
ZTA DNA inh: ZTA (EBV) inhibition in EBNA-1 counter-screen. P03206. ZTA-DNA binding, fluorescence polarization. inhibition, % at 11 µM. 320,000 tested, 0.15% active. AID 2234; in the data active = inhibition above about 33%
EBNA-1 inhibitor: blocks EBNA-1 binding to DNA | EBNA-1 DNA binding, fluorescence polarization | inhibition, % at 14.8 µM | 300,000 tested, 0.34% active; in the data active = inhibition above about 28%
LYPLA2 counter: LYPLA2 (human) inhibition in PME1 counter-screen | O95372 | inhibition, % at 5.9 µM | AID 2177 | recombinant LYPLA2, FP-Rh probe fluorescence polarization | 320,000 tested, 0.38% active;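 active = inhibition above the screen-wide mean plus 3 SD, limit set per campaign, cut at about 26% in these data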;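 also: 0% = LYPLA2 with DMSO and 100% = wells lacking LYPLA2 enzyme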
PAD4 inh: blocks human protein arginine deiminase 4 | Q9UM07 | recombinant PAD4, RCA probe fluorescence polarization | inhibition, % at 6.36 µM | 330,000 tested, 0.41% active | AID 485272;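 active = percent inhibition above a cutoff equal to the mean of all tested compounds plus 3 SD, cut at about 15% in these data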;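 also: 0% = PAD4 with RCA probe and DMSO and 100% = probe without PAD4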
The depositor's hits bear a star; nt = no result given; & = joins results of further samples. These rows are one share of the data. The share of hits here may be higher or lower than overall.

Below each compound: EBNA-1 inhibitor, PAD4 inh, LYPLA1 inh, PAFAH2 inh, GSTO1 counter, ZTA DNA inh, LYPLA2 counter, PREPL inhibitor, PAFAH1B3 inh
- COc1ccccc1C(=O)O/N=C(\N)c1ccccc1Cl
 : 0.8, -2.2, 8.0, -10.6, -6.5, -6.3, 2.2, -1.5, 8.6
- CCN(CC(=O)Nc1c(F)cccc1F)C(=O)Cc1c(C)nc2ccccc2c1C
 : nt, 0.4, -3.9, -1.6, nt, -2.9, -7.8, 5.0, 6.2
- CCOc1ccc(-n2cc(C(=O)NC(C)C)c3cc(OC)c(OC)cc3c2=O)cc1
 : 1.4, 0.2, -4.3, -2.8, 9.4, -15.2, -9.3, 1.8, 10.2
- CC(OC(=O)CC1CCCCC1)C(=O)Nc1ccc(S(N)(=O)=O)cc1 (stereo unspecified)
 : -0.5, -2.4, -1.1, 8.4, 5.2, -4.4, 0.4, 18.8, 5.1
- C[C@@H]1COC(=O)[C@H](NC(=O)OCC2c3ccccc3-c3ccccc32)C/C=C\C[C@@H](CC(=O)N(CCO)Cc2ccccc2)C(=O)N1
 : nt, 3.8, nt, 3.8, nt, nt, nt, 21.7, 1.0
- CN(CCCN1CCOCC1)C(=O)c1cc(COc2ccc(F)cc2F)on1
 : -7.1, -3.2, 3.7, 4.2, -1.4, 0.2, 15.2, 15.7, 4.0
- CCN(C(=O)CSc1nnnn1-c1ccccc1OC)C1CCS(=O)(=O)C1 (stereo unspecified)
 : -4.6, 2.5, 3.8, 8.8, -12.2, -15.1, 8.6, 5.4, 1.4
- C=CCn1c(=NC(=O)c2ccc(S(=O)(=O)N3CCCC3)cc2)sc2cc(NC(C)=O)ccc21
 : -6.9, -8.9, -10.8, -8.2, -6.0, -25.2, -18.6, -5.0, -17.9
- C[C@H]1C=C(C(=O)NC2CC2)O[C@@H](OCc2ccc(CO)cc2)C1
 : 7.3, -5.1, -6.5, -0.3, 5.3, -5.0, -14.5, 0.7, 0.6
- CN(C)/C=C/C(=O)c1ccc(Oc2ccccc2)cc1
 : 1.2, -8.5, 5.1, -3.0, -6.1, -0.9, 3.0, 7.5, -2.8
- Cc1cc(C(=O)Nc2cccc3ccccc23)c(C)o1
 : 8.0, -0.1, 2.4, -8.3, 3.4, 14.3, 4.2, 0.4, 6.4
- OC1C(O)C(O)C(O)C(O)C1O (stereo unspecified)
 : 6.6&-0.9&-4.8, 1.7&-3.7&-6.9, 2.7&4.9&-2.4, -13.1&0.1&3.0, 5.9&2.6&-4.4, 21.2&-9.7&9.6, 1.3&6.7&-0.1, 5.5&5.1&-0.4, -6.5&1.3&0.3
- COc1ccc(C(=O)NCc2ccccc2)cc1Br
 : -2.5, -6.8, -5.2, -0.9, -8.7, -5.3, -1.9, 1.9, 3.1
- Cn1nc(-c2ccccc2)c(-c2nc(-c3ccc(Cl)cc3)no2)c1Cl
 : -16.1, -3.5, 0.5, 2.9, 5.9, -3.0, 4.1, -10.7, 5.2
- COc1cccc(/C=C2\SC(=S)N(CCC(=O)N3CCCCC3)C2=O)c1
 : 3.0, 1.5, 2.4, 0.0, -2.9, -12.6, 7.3, 18.3, 4.2
- Cc1cc(C(C)(C)C)ccc1OCCOCCN1CCCC1
 : 0.8, 1.8, 0.3, 2.3, -0.3, -11.8, -1.8, 3.0, 5.1
- CCc1ccccc1N1CN(Cc2cccnc2)CNC1=S
 : 5.5, 2.6, -3.9, 0.8, 7.3, -13.7, -3.0, 18.4, 1.5
- O=C(Nc1ccc(S(=O)(=O)N2CCN(c3ccccc3)CC2)cc1)c1cccs1
 : 3.4, -2.2, -22.5, -21.7, -30.9, -23.2, -34.5, -31.3, -13.0
- CCCCOc1ccc(/C=C/C(=O)OCC(=O)NC2CCS(=O)(=O)C2)cc1OCC (stereo unspecified)
 : 8.5, 9.9, 0.9, 5.6, 2.0, -3.8, 1.3, 1.8, 1.3
- COc1ccc(C)cc1S(=O)(=O)N(CC(=O)N1CCOCC1)c1cc(C)cc(C)c1
 : 6.8, -1.2, 1.1, -1.8, 1.2, 17.5, 6.8, -6.3, 1.4
- Cc1cccc(Oc2ccccc2N)c1
 : -9.5, -0.7, -0.1, 7.0, -4.9, -11.0, 1.6, 13.7, 2.7
- CCOc1ccc(C(=O)OCC(=O)Nc2nc(OC)cc(OC)n2)cc1OCC
 : 6.9, -1.0, 2.0, -3.6, 5.5, 7.2, 1.1, -0.6, 6.0
- Oc1[nH]c2ccccc2c1N=Nc1nc2ccccc2s1
 : 4.2, -2.1, 2.9, 51.6*, -78.3, -6.4, 7.7, 6.8, -3.5
- Cc1nn(CCCC(=O)Nc2cc(Oc3ccccc3)cc([N+](=O)[O-])c2)c(C)c1[N+](=O)[O-]
 : 4.6, 2.9, -12.1, 4.3, -11.8, 12.4, -8.7, 9.0, -0.9
- O=C(O)c1cc(N/N=C/c2ccc(N3CCOCC3)cc2)ccc1Cl
 : -6.1, 4.2, 1.9, -3.4, -3.5, -2.8, 5.4, 10.2, 4.8
- CC1=NN(c2cccc(Cl)c2)C(=O)C12CC(C)=C(C)CS2 (stereo unspecified)
 : -25.9, -7.0, -0.2, 12.3, -50.6, 2.0, -0.7, 6.9, 4.3
- CCCc1cc(=O)[nH]c(SCC(=O)Nc2c(C)n(C)n(-c3ccccc3)c2=O)n1
 : nt, -1.1, nt, 0.8, nt, nt, nt, 4.6, 6.1
- CCC(C(=O)NCC1CCCO1)n1nc(C)c2sc3ccccc3c2c1=O (stereo unspecified)
 : 13.2, -1.6, 1.8, 4.1, -1.7, -0.1, 8.2, 28.6, 1.6
- CCNC(=O)[C@H]1O[C@@H](n2cnc3c(N)nc(NCCc4ccc(CCC(=O)O)cc4)nc32)[C@H](O)[C@@H]1O
 : 9.0, -2.1, 1.2, -2.7, 1.8, 3.0, 2.3, 2.3, 14.1
- O=C(c1cc(COc2c(F)cccc2F)on1)N1CCCCCC1
 : 0.1, -2.2, 5.0, 1.8, 5.5, -13.5, 4.1, -7.4, 0.0

3 compounds from above, arranged by the value under PAFAH2 inh, high to low:
SMILES,PAFAH2 inh
CC1=NN(c2cccc(Cl)c2)C(=O)C12CC(C)=C(C)CS2 (stereo unspecified),12.3
Cc1cccc(Oc2ccccc2N)c1,7.0
CCCc1cc(=O)[nH]c(SCC(=O)Nc2c(C)n(C)n(-c3ccccc3)c2=O)n1,0.8

Next records:
Below each compound: EBNA-1 inhibitor, PAD4 inh, LYPLA1 inh, PAFAH2 inh, GSTO1 counter, ZTA DNA inh, LYPLA2 counter, PREPL inhibitor, PAFAH1B3 inh
- CCOC(=O)c1sc(NC(=O)c2ccncc2)nc1C
 : -12.6, -3.1, 3.2, -0.2, -0.6, -5.9, 8.6, 21.0, 13.3
- CCCCc1c(O)nc2sc3cc(OC)ccc3n2c1=O
 : 9.2, -4.8, 3.7, 5.0, 2.2, 6.2, 4.4, 5.8, 1.8
- Cc1ccnc(NS(=O)(=O)c2ccc(NC(=O)c3ccc(S(=O)(=O)N(C)C)cc3)cc2)n1
 : 7.3, -4.4, -3.6, -11.9, 4.3, -17.8, 7.1, -2.0, 0.2
- C[C@@H](C(=O)NC1CCCCC1)N1C(=O)N2CCc3c([nH]c4ccccc34)[C@@]2(C)C1=O
 : 4.2, 1.5, -2.0, 1.2, -1.9, -9.4, 1.1, 7.0, 9.9
- CCOC(=O)CN(C)S(=O)(=O)c1ccc(-c2cc(C(=O)OC)sc2C(F)(F)F)cc1
 : -8.9, -1.5, -3.6, nt, -10.7, -6.7, 2.0, 10.5, nt
- O=C(Nc1ccc(S(=O)(=O)N2CCCC2)cc1)c1cnccn1
 : -0.9, -1.0, -1.3, 0.0, 0.6, -11.1, -9.3, 1.5, 2.4
- O=C(COC(=O)C1(c2ccc(F)cc2)CCCC1)N1CCc2ccccc21
 : -10.7, 5.1, -3.2, -1.5, -1.8, -14.2, -5.0, -5.4, 6.2
- COC(=O)C1=C2SCC(=O)N2C(N)=C(C#N)C1
 : 8.8, 2.9, -1.2, -4.0, 8.8, -4.9, 0.6, 0.6, -0.6
- Cc1ccc(NC(=O)C(Cc2ccccc2)NC(=O)c2ccco2)cc1 (stereo unspecified)
 : 4.5, 0.0, -2.5, -0.1, 4.4, 16.7, -6.6, -1.7, 8.4
- Cc1ccc(C(=O)NCCCn2ccnc2)cn1
 : 5.2, 0.5, -0.1, 9.9, -3.2, -8.2, 2.7, 8.7, 7.0
- COc1cccc(/C=N/Nc2nnc(C)n2N)c1OCc1ccccc1Cl
 : -10.8, 22.1*, 0.5, -6.2, 24.7, -23.9, 7.7, 1.3, 1.2
- CCN(c1ccc(NC(=O)COC(=O)CCC(=O)c2ccc(F)cc2)cc1)C(C)C
 : 9.7, -3.3, 2.6, -2.7, 38.5*, -4.0, 0.2, 4.1, -0.3
- CS(=O)(=O)N1CCc2cc(-c3csc(NCC4CCCO4)n3)ccc21 (stereo unspecified)
 : -1.8, 1.7, -4.2, -0.4, -3.5, -0.6, -4.2, 1.9, 10.1
- COc1ccc2oc(=O)c(C(=O)N3CCCC3)cc2c1
 : -14.9, 0.0, -1.2, -5.7, -8.0, -5.5, -3.8, -6.4, -4.7
- Cc1cc[n+](Cc2ccc([N+](=O)[O-])cc2)cc1
 : 8.8, 0.9, -0.1, -8.6, -8.4, -8.0, 1.2, -4.7, -7.5
- Cc1ccc(-c2ccc(C(=O)O)c(C)n2)cc1
 : -4.0, -0.1, 6.2, 1.6, 5.1, -16.8, 7.7, 5.5, 5.1
- Cc1ccc(CNC(=O)CNC(=O)[C@@H]2Cc3ccccc3CN2)cc1
 : 3.7, 2.6, -2.1, -0.8, 1.2, -0.7, 6.2, 6.1, 7.0
- COc1cc(OC)c(C(=O)N2CCCC2)cc1OC
 : -1.3, -2.4, -3.5, 5.4, 11.2, 4.6, -1.4, -6.1, 8.2
- CCSc1nnc(-c2ccccc2N)c(=O)[nH]1
 : -10.6, 2.4, 1.2, 3.9, 1.1, -6.0, 2.8, 7.0, -7.6
- Cc1c(CCC(=O)O)c(=O)oc2cc(OCc3ccccc3Br)ccc12
 : -0.4, -3.9, -8.3, -9.8, -2.2, 5.3, 5.8, 17.8, 10.7
- CCN1CCN(S(=O)(=O)c2ccc(F)c(C(=O)Nc3c(F)cc(F)cc3Br)c2)CC1
 : 6.5, 2.1, 6.2, 3.5, -2.1, -2.9, -0.4, 7.0, -0.2
- O=C(NNC(=S)NCC1CCCO1)c1cccc(S(=O)(=O)N2CCOCC2)c1 (stereo unspecified)
 : 0.2, -0.3, 0.7, -0.4, 5.4, -5.3, 12.7, 11.5, 7.6
- Cc1cc(C)nc(SCc2ccc(F)cc2)n1
 : -4.5, 1.1, 0.7, -0.3, 4.1, 7.2, 5.3, 10.7, 3.5
- O=C(NS(=O)(=O)c1ccccc1)c1cccc(Br)c1
 : -1.8, -2.6, -1.9, 4.5, -1.4, -7.7, -1.1, 5.3, 8.2
- CCOc1ccc(-c2cc(C)n3nc(C(N)=O)cc3n2)cc1
 : -1.6, 1.1, -2.4, 5.1, 1.4, -9.2, 2.6, -1.3, -12.4

Screening data: PubChem BioAssay, The Scripps Research Institute Molecular Screening Center
